# Compound activity from PubChem.
# DAX1 inh = DAX1 (NR0B1) inhibitors, primary screen, cell-based, HEK293, Gal4-DAX1, luciferase luminescence | HEK293 Gal4-DAX1 luciferase reporter | inhibition, % at 6.75 µM | 340,000 tested, 0.99% active | AID 504766, 2011;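 active = inhibition above the mean over all tested compounds plus 3 SD, cut at about 4.2% in these data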;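 note: 0% = DAX1-transfected cells with DMSO and 100% = empty-vector control cells with DMSO; inhibition shows as a rise in luminescence from relieved DAX1 repression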
# Target sequence (P51843 207-470 limits assumed): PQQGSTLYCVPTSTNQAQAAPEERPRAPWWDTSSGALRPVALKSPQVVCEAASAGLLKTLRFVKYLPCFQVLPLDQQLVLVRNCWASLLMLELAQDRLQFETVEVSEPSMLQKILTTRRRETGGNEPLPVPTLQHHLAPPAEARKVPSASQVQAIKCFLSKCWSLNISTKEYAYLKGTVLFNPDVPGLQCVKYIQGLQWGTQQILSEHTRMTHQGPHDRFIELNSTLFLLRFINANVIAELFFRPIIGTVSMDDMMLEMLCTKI
# Numbers without * were called inactive. An excerpt; rates above refer to the full screens.
Structure	DAX1 inh
CC(C)Cc1cc(-c2ccco2)c(C#N)c(N)n1	0.6
O=C1C2CC=C(Cl)CC2C(=O)N1CC1Cc2ccccc2CO1 (stereo not drawn)	-0.3
CS(=O)(=O)c1ccc(C(=O)OCC(=O)N(CCc2ccccc2)Cc2ccccc2)cc1	0.4
Cn1ncc(Br)c1NC(=O)Nc1ccc(Cl)cc1	-0.2
CCc1ccccc1NC(=O)CCOc1ccccc1	0.5
Cc1cccc(N2C(=O)N3[C@@H]4c5ccccc5OC[C@@H]4[C@@H](c4ccccc4)[C@]3(C)C2=O)c1	-0.2
O=C(O[C@@H]1OC2COC(=O)c3cc(O)c(O)c(O)c3-c3c(cc(O)c(O)c3O)C(=O)O[C@@H]([C@H]1O)[C@@H]2O)c1cc(O)c(O)c(O)c1	0.5
Cn1c(=O)oc2cc(S(=O)(=O)N3CCc4ccccc4C3)ccc21	2.9
Clc1nssc1=Nc1ccccc1	-0.5
Cc1cc2n(n1)C(c1c[nH]c3ccccc13)Nc1ccccc1-2 (stereo not drawn)	0.9
O=C(C1=C(O)C(=O)N(CCCn2ccnc2)C1c1ccccc1)c1ccco1 (stereo not drawn)	-0.3
C#CCOCCOCCOCCNc1nc(N2CCN(C(=O)[C@H](CCCCN)n3cc(C(N)CC(C)C)nn3)CC2)nc(N2CCN(C(=O)[C@H](CCC(=O)O)n3cc(C(N)[C@H](C)CC)nn3)CC2)n1 (stereo partly drawn)	1.1
COc1ccccc1NC(=O)Cc1nn(C)c(=O)c2ccccc12	-2.0
O=C(COc1ccc(S(=O)(=O)N2CCCC2)cc1)NCc1ccco1	1.9
Cc1cccc(-n2c(N)cc(=O)nc2SCC(=O)NC2CCCCC2)c1	-1.5
CCOC(=O)/C(=C\c1cccnc1)C(=O)c1cc(C(C)=O)c(Nc2ccccc2)s1	-5.0
O=C(O)c1cccc(NS(=O)(=O)c2ccc(C3CCCCC3)cc2)c1	-0.7
CCCc1cc(C(=O)O)c2ccccc2n1	1.3
Cc1[nH]c(=O)[nH]c(=O)c1S(=O)(=O)N1CCC(C(=O)N2CCN(Cc3ccccc3)CC2)CC1	-0.8
COc1ccc(C)cc1Nc1n[n+](-c2ccccc2)c(-c2cc([N+](=O)[O-])cc(OC)c2O)s1	0.1
O=C(NC1C/C=C\C(c2ccccc2)N(c2ccccc2)C(=O)C1)OCC1c2ccccc2-c2ccccc21 (stereo not drawn)	0.3
CN1CCN(C2=C(Cl)C(=O)N(c3ccc(Cl)cc3)C2=O)CC1	-0.1
CCn1nc(C)c(CN2CCCCC2C(=O)Nc2ccc(Oc3cccnc3)cc2)c1C (stereo not drawn)	-0.5
O=C(Nc1ccc(F)cc1)C(=O)c1c(O)[nH]c2ccc([N+](=O)[O-])cc12	3.4
CCOc1ccc2nc(N3CCC(C(=O)N4CCN(c5ccccn5)CC4)CC3)sc2c1	-5.8
CCCSc1nc(C)c(C(C)=O)cc1C#N	0.7
COc1ccc(/C=C/C(=O)c2oc3ccc(F)cc3c2C)cc1	-0.4
CCN1CCN(c2ccc(S(=O)(=O)N3CCCCC3)cc2NC(=O)Cc2ccc(Cl)c(Cl)c2)CC1	-0.8
O=C(O)CCn1nc(-c2ccc(F)cc2)cc(Cc2ccccc2)c1=O	-1.2
O=C(CSc1nc2sc3c(c2c(=O)n1-c1ccccc1)CCCC3)N/N=C/c1ccccc1C(=O)O	0.3

# 4 compounds drawn at random from the list so far, as already listed:
Structure	DAX1 inh
Cc1[nH]c(=O)[nH]c(=O)c1S(=O)(=O)N1CCC(C(=O)N2CCN(Cc3ccccc3)CC2)CC1	-0.8
CS(=O)(=O)c1ccc(C(=O)OCC(=O)N(CCc2ccccc2)Cc2ccccc2)cc1	0.4
CN1CCN(C2=C(Cl)C(=O)N(c3ccc(Cl)cc3)C2=O)CC1	-0.1
O=C(C1=C(O)C(=O)N(CCCn2ccnc2)C1c1ccccc1)c1ccco1 (stereo not drawn)	-0.3

# The listing continues:
Structure	DAX1 inh
COc1cccc2cc(C(=O)C3=C(O)C(=O)N(Cc4ccco4)C3c3cccnc3)oc12 (stereo not drawn)	1.8
C#CC(=O)N(c1cc(OC)ccc1OC)C(C(=O)NC1CCCC1)c1cccs1 (stereo not drawn)	0.6
O=C(C1CCCN1S(=O)(=O)c1cccc2cccnc12)N1CCn2c1nc1ccccc12 (stereo not drawn)	2.5
COc1cc(N2CCC(O)CC2)ccc1Nc1nnc(Cl)c(Nc2ccccc2S(C)(=O)=O)n1	-1.8
CC(C)NS(=O)(=O)c1ccc(CCC(=O)Nc2cc(Cl)ccc2Oc2ccccc2)cc1	-1.2
O=C(Nc1cccc2cccnc12)c1ccc(Br)cc1Br	-1.3
CC(C)NC(=O)C1CCN(C(=O)c2cc3sccc3n2Cc2ccc(F)cc2)CC1	-1.3
CC(C)(C)c1cc(CCC(=O)NCc2ccncc2)cc(C(C)(C)C)c1O	0.1
CN1C(=O)C2(Oc3ccccc3C3CC(c4ccccc4)=NN32)c2ccccc21 (stereo not drawn)	1.5
CCCCCc1ccc(-c2cn(Cc3ccc([N+](=O)[O-])cc3)nn2)cc1	2.9
O=C1/C(=C/N(C(=O)c2ccco2)c2ccc(Cl)cc2)Sc2ccccc21	1.8
COc1ccccc1NS(=O)(=O)c1cccc(C(=O)NC2CCN(Cc3ccccc3)CC2)c1	-4.2
CCCCCNC(=O)C(C#N)c1nc2ccccc2nc1N1CCCC1 (stereo not drawn)	0.1
CCCNC(=O)c1cc(S(=O)(=O)N2CCCCC2)c[nH]1	0.5
CCOC(=O)c1c(C(C)(C)C)oc2ccc(O)cc12	-0.4
CC1=C(C(=O)OCc2ccccc2)C(c2ccc(Cl)cc2Cl)NC(=O)N1CCCC(=O)O (stereo not drawn)	-0.2
O=C(O)c1ccccc1Nc1ccc([N+](=O)[O-])c2nonc12	-0.1
O=C1Cc2cc(NS(=O)(=O)c3cc(F)ccc3F)cc3c2N1CCC3	0.6
O=C(COc1ccc(Cl)cc1)Nc1ccc(C(=O)NCc2cccnc2)cc1	-5.2
Cc1ccccc1NC(=O)c1nc2nccc(C)n2n1	0.2
CCOc1cc(/C=C2/C(=N)N3C(=NC2=O)SN=C3S(C)(=O)=O)ccc1OS(=O)(=O)c1ccccc1	0.4
Cc1cccc(C2=NN(c3ccccc3)[C@H](CO)[C@H]2c2ccccc2)c1	0.2
Cc1cc(N)n2nc(-c3ccccc3)c(-c3ccccc3)c2n1	1.8
CN(C)c1ccnc2sc3c(=O)n(Cc4ccccc4)cnc3c12	-1.1
CCC1COCCS(=O)(=O)N1Cc1ccc(C)cc1 (stereo not drawn)	0.3
Cc1nn(-c2nc3ccccc3s2)c(C)c1Oc1ccccc1O	-0.4
COc1ccc2cc3cc(C(=O)N4CC(C)CC(C)C4)oc3nc2c1 (stereo not drawn)	0.1
CC(C)(C)c1nnc2sc(SCC(=O)c3ccc(Cl)cc3)nn2c1=O	0.3
N#Cc1c(NCCN)nc(NCc2ccccc2)c2c1CCN(Cc1ccccc1)C2	0.9
COc1ccc(S(=O)(=O)Cc2ccc(C(=O)N3CCN(c4ccccn4)CC3)o2)cc1	0.0
COc1ccc(NC(=O)Cn2nnc(-c3ccccc3NS(=O)(=O)c3ccccc3)n2)cc1	-4.0
Cc1cccn2c(=O)c(/C=N/O)c(N3CCCCC3)nc12	-0.7
O=C(Nc1ccc(OC(F)(F)F)cc1)C1CCCN(S(=O)(=O)c2cnc[nH]2)C1 (stereo not drawn)	-0.2
Clc1ccccc1-c1nn2c(-c3ccncc3)nnc2s1	1.7
COc1ccc(CNC(=O)C2CCCN(c3ncnc4c3nc3n4CCCCC3)C2)cc1 (stereo not drawn)	0.6
COc1ccc(CCNC(=O)CC(c2ccccc2)c2cc(C)ccc2O)cc1OC (stereo not drawn)	-0.6
CN1C(=O)CC(Nc2cccc3cccc(N)c23)C1=O (stereo not drawn)	-0.8
O=C(NCCc1ccccc1)c1ccc2nc(-c3ccco3)c(-c3ccco3)nc2c1	-0.9
COc1ccccc1Nc1nc(N(C)c2ccccc2)nc(N)c1[N+](=O)[O-]	1.2
[O-]/[N+](=C/c1ccc(F)cc1)c1ccc(Cl)cc1	-0.1
CCOC(=O)/C(=C\c1ccc(OC(F)F)cc1)C1=Nn2c(nnc2-c2ccc(Cl)cc2)SC1	-1.4
O=C1NC(=O)C(CC(=O)N(c2ccccc2)C2(C(=O)NC3CCCC3)CCCCC2)N1 (stereo not drawn)	0.0
CC1=C(C(=O)OCC2CCCCC2)C(c2cccc(O)c2)NC(=O)N1 (stereo not drawn)	-1.8
COc1ccc(NC(C)=O)cc1NC(=O)CN1CCN(c2ccccn2)CC1	0.7
CCOCCCNC(=O)CN1C(=O)COc2ccc(S(=O)(=O)N3CCC(C)CC3)cc21	0.8
CCCCCCCCNc1ncnc2ccccc12	-3.3
CCN1CCN(c2ccc(S(=O)(=O)N3CCCCC3)cc2NC(=O)c2ccc(C)o2)CC1	-0.3
O=C(O)c1ccc2c(c1)S(=O)(=O)c1ccccc1C2=O	0.9
CC1CC(C)CN(S(=O)(=O)c2ccc3c(c2)CCN3C(=O)CCC(=O)O)C1 (stereo not drawn)	0.4
CC(C)(O)C(=O)NN(C(=O)c1ccccc1)c1ccc2ccccc2c1	1.1
NS(=O)(=O)c1ccc(CCNC(=O)CNC(=O)c2ccc(Br)o2)cc1	0.5
COc1cccc(C2/C(=C(\O)c3ccc4c(c3)OCCO4)C(=O)C(=O)N2CCCN2CCOCC2)c1OC (stereo not drawn)	1.2
COc1ccc(/C=C\C(=O)O[C@@H]2C(O)C(O[C@@H]3OC(C)[C@H](O[C@@H]4OCC(O[C@H]5O[C@H](CO)[C@@H](O)C(O)C5O)C(O)C4O)C(O)C3O)[C@H](OC(=O)[C@]34CCC(C)(C)C[C@@H]3C3=CCC5[C@@]6(C)CC(O)C(O[C@@H]7OC(CO)C(O)[C@H](O)[C@H]7O)[C@@](C)(C(=O)O)C6CC[C@@]5(C)[C@]3(CO)CC4)O[C@H]2C)cc1 (stereo partly drawn)	1.4
Fc1ccccc1-c1n[nH]c(=S)n1Cc1ccccc1	1.6
Cc1ccc(CSc2nnc(-c3cccnc3)o2)cc1	-1.1
COC1=CC(=O)c2ccccc2C1=O	-0.3
O=C(CSc1ccc2c(c1)OCCO2)Nc1ccc2c(c1)OCO2	0.7
COc1cccc(NC(=O)CNS(=O)(=O)c2ccc(Cl)cc2)c1	-0.6
O=C(NCCCN1CCOCC1)c1c(O)c2cc(Br)cc(Br)c2[nH]c1=O	0.0
O=C(Cn1ncn2c(cc3ccccc32)c1=O)NCCc1cccs1	0.3

# The listing continues.
Structure	DAX1 inh
C(=Nc1cccc2c(N=Cc3ccco3)cccc12)c1ccco1	-1.2
CC(C)CC(=O)NC(c1cccs1)c1ccc2cccnc2c1O (stereo not drawn)	-4.5
Cc1nc([N+](=O)[O-])cn1CC(=O)c1ccc(OC(F)(F)F)cc1	-0.7
c1ccc2c(c1)[nH]c1c(N3CCC4(CC3)OCCO4)ncnc12	-2.6
Cc1ccc(C(=O)NCCc2ccccc2)cc1N1CCCC1=O	1.9
O=C(NC1CC1)c1cc(-c2ccco2)nc2ccccc12	0.5
O=C(NCCc1ccccc1)c1cccc(N2CCCC2=O)c1	-1.3
C#CCOCCOCCOCCNc1nc(N2CCN(C(=O)C([C@@H](C)CC)n3cc(C(N)Cc4ccc(O)cc4)nn3)CC2)nc(N2CCN(C(=O)[C@H](CCC(=O)O)n3cc(C(N)CO)nn3)CC2)n1 (stereo partly drawn)	0.1
CC(=O)c1sc(NC(=O)c2ccco2)nc1-c1ccccc1	0.7
Cc1ccc(S(=O)(=O)N2CCC(=O)N(C(COCc3ccc(C(F)(F)F)cc3)C(C)C)CC2)cc1 (stereo not drawn)	-0.2
CC(C)(C)c1ccc(/C=C2\CCn3c2nc2cc(C(=O)O)ccc2c3=O)cc1	-0.9
CCCN1CCc2c(sc(NC(=O)c3ccc(S(=O)(=O)N(C)c4ccccc4)cc3)c2C(N)=O)C1	-0.4
CC(C)(C)C1C/C(=C/c2ccccn2)C(=O)/C(=C/c2ccccn2)C1 (stereo not drawn)	-5.5
COc1ccc(C2/C=C\CN(S(=O)(=O)c3ccc(C)cc3)[C@H](Cc3ccccc3)C(=O)N2Cc2ccc(F)cc2)cc1 (stereo partly drawn)	-0.9
CCOc1ccc(OCC)c(NC(=O)C2CCN(c3nn4c(=O)cc(C)nc4s3)CC2)c1	-0.4
Cc1cccc(CC(=O)NCC2CCCCC2)c1	0.1
O=C(CCc1nc(-c2ccccc2)no1)NCCc1ccccc1	0.7
O=C1C(Cc2ccccc2)Nc2ncnc(N3CCc4ccccc4C3)c2N1Cc1ccccc1 (stereo not drawn)	1.0
CCOc1ccc2c(ccc(/C=C/c3cc(C)c4cccnc4c3O)[n+]2C)c1	-1.7
CCCC/C=C1/CCC(CN(C)C)C1=O (stereo not drawn)	1.6
CCN1C(=NCC2CC2)N[C@@H](c2cccc(C(F)(F)F)c2)C(C(=O)OC)=C1C	0.7

# Compounds shown so far containing a nitro group on carbon:
Structure	DAX1 inh
COc1ccc(C)cc1Nc1n[n+](-c2ccccc2)c(-c2cc([N+](=O)[O-])cc(OC)c2O)s1	0.1
O=C(Nc1ccc(F)cc1)C(=O)c1c(O)[nH]c2ccc([N+](=O)[O-])cc12	3.4
CCCCCc1ccc(-c2cn(Cc3ccc([N+](=O)[O-])cc3)nn2)cc1	2.9
O=C(O)c1ccccc1Nc1ccc([N+](=O)[O-])c2nonc12	-0.1
COc1ccccc1Nc1nc(N(C)c2ccccc2)nc(N)c1[N+](=O)[O-]	1.2
Cc1nc([N+](=O)[O-])cn1CC(=O)c1ccc(OC(F)(F)F)cc1	-0.7
